Scp1 inh – inhibitors of human Scp-1 phosphatase | Q9GZU7 | Recombinant Scp1, phosphopeptide, malachite green phosphate absorbance | inhibition, % at 20 µM | 0.88% of 340,000 active;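 active means inhibition above about 50% at 20 µM, limit read from the data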;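 further: plate controls were DMSO wells with enzyme for no effect and wells lacking enzyme for full effect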
Target sequence (Q9GZU7 76-261 limits assumed): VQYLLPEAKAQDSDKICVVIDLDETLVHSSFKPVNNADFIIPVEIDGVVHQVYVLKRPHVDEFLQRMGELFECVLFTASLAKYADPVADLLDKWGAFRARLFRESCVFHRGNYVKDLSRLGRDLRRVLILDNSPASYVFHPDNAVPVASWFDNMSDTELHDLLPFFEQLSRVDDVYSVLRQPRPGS
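assay system = SCP-1 phosphatase catalytic domain, residues 76-261 | buffer or medium = 50 mM Tris acetate pH 5.5, 0.005% Tween-20, 10 mM MgCl2 | incubation = enzyme reaction 45 min at room temperature, colour 5 min, stabilisation 30 min | signal = Phosphate-binding colour reagent, absorbance read at 630 nm | measure = % inhibition at 20 µM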
LMPTP block – blocks human LMPTP phosphatase; recombinant LMPTP-A, OMFP fluorogenic substrate, fluorescence intensity; inhibition, % at 20 µM; P24666; 0.22% of 360,000 active;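 active means compounds that cut the enzyme signal by at least half of the control window in the single-dose screen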;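 further: plate controls were DMSO wells with enzyme plus substrate for no effect and substrate without enzyme for full effect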
Target sequence (P24666 whole entry, looked up): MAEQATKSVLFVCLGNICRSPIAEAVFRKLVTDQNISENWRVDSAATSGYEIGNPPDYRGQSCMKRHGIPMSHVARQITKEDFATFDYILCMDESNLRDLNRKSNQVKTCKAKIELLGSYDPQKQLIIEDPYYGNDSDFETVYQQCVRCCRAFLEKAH
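Assay system: LMPTP-A phosphatase enzyme | Input: 0.625 nM enzyme | Also added: Fluorogenic phosphatase substrate OMFP at 400 µM final | Compound dosing: One test concentration per compound, 20 µM, with 3% DMSO overall | Schedule: 50 min enzyme reaction at room temperature, protected from light | Signal: Fluorescence intensity | Benchmarks: no-enzyme and uninhibited controls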
STEP block – inhibitors of human striatal-enriched phosphatase STEP. P54829. recombinant STEP, OMFP fluorogenic substrate, fluorescence. inhibition, % at 20 µM. 0.25% of 360,000 active. AID 588621;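 active means inhibition at 20 µM, scaled per plate between control wells, above about 37%, limit read from the data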;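 further: 0% = DMSO with enzyme and substrate and 100% = substrate only without enzyme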
Target sequence (P54829 whole entry, looked up): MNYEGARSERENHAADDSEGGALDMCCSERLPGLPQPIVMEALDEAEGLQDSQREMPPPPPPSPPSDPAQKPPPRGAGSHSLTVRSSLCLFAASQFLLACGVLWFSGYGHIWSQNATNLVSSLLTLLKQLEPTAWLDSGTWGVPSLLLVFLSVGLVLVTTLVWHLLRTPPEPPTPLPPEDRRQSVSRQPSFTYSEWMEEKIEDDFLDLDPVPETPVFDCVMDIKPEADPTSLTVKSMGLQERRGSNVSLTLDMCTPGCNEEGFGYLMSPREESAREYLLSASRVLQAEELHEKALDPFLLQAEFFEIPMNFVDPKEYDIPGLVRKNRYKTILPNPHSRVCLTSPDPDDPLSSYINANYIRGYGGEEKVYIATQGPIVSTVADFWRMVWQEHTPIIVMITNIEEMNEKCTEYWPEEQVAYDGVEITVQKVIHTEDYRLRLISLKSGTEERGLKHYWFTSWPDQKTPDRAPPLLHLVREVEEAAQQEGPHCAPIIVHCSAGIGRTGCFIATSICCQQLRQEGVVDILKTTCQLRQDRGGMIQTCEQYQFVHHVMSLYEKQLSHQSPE
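Material: STEP (striatal-enriched tyrosine phosphatase) enzyme, cell-free; Compound dosing: 20 µM single dose in 1% DMSO; Technique: fluorescence read at 480 nm ex / 540 nm em; Times: reaction 20 min, ambient temperature; Medium: 50 mM Bis-Tris pH 6.0 with 2.5 mM DTT and 0.005% Tween 20; Also added: OMFP at 25 µM.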
SUMO1 PPI mod – SUMO1-SIM interaction modulation | P63165 | SUMO1 binding to a labelled peptide, TR-FRET, 1 h | inhibition, % at 20 µM | 0.33% of 360,000 active | AID 602429; in the data active means inhibition above about 37%
Target sequence (P63165 whole entry, looked up): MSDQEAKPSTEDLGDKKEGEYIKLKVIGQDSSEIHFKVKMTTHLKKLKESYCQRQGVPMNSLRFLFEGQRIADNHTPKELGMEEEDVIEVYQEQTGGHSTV
NRP1-CendR mod – modulators of CendR peptide binding to human neuropilin-1 | O14786 | FAM-RPARPAR peptide binding to NRP-1, fluorescence polarization | inhibition, % at 25 µM | 0.85% of 360,000 active | AID 602438;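 active means inhibition or corrected inhibition above about 18%, plus a signal ratio from 0.5 to 1.5, limit read from the data, passing the limit was not always enough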; further: strong numbers were not always called active
Rpn11 block – inhibitors of human proteasome Rpn11; calls only at 20 µM; human 26S proteasome, Ub4-pepOG fluorescence polarization; 20S core pre-blocked with epoxomicin; O00487; 0.59% of 360,000 active;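 active means inhibition at 20 µM, scaled to each plate's controls, above about 33%, limit read from the data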
SKN-1 inh – inhibitors of C. elegans SKN-1; inhibition, % at 21.8 µM; C. elegans VP596 Pgst-4::GFP/RFP ratio, acrylamide-induced, 24 h; AID 624304; 0.49% of 360,000 active;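 active means interference check ratio from 0.5 to 1.5 plus GFP to RFP signal ratio inhibition reaching or exceeding a fixed threshold, cut at about 30% in these data, passing the limit was not always enough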; further: some compounds called inactive have numbers as strong as hits
DNMT1 block – DNMT1 (human) enzyme inhibition | P26358 | inhibition (reported as % activation of signal), % at 10 µM | AID 588458 | 0.83% of 360,000 active | DNMT1 molecular beacon, Hinp1I cleavage, fluorescence; in the data active means inhibition above about 50%
MT1-MMP act inh – blocks activation of human MT1-MMP. P50281. HT1080 RFP-PRO-GFP cells, GFP/RFP ratio fluorescence, overnight; percent of plate control window, DMSO zero. GFP/RFP ratio change, % at 20 µM. 0.061% of 360,000 active;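 active means GFP/RFP ratio change of at least 30% with cell ATP level not reduced by more than half and red fluorescence within 50% of control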; further: strong numbers were not always called active
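Assay system: HT1080 cells carrying an RFP-PRO-GFP reporter | Dosing: Single dose of 20 µM compound, 1% DMSO final | Incubation: Cells overnight before dosing, compound overnight, 37 °C, 5% CO2 | Evaluation: GFP/RFP fluorescence ratio | Control set: DMSO and RFP-L50D-GFP cell wells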
NadD block – inhibitors of Staphylococcus aureus NadD; purified NadD enzyme, colorimetric absorbance read-out; inhibition, % at 20 µM; 0.78% of 360,000 active; AID 602399; in the data active means inhibition above about 26%; further: some compounds past the cut are filed as inactive
An asterisk follows results filed as active; i = inactive; . = not tested or not shown; + = active, no number.

Results follow in this order: Scp1 inh, LMPTP block, STEP block, SUMO1 PPI mod, NRP1-CendR mod, Rpn11 block, SKN-1 inh, DNMT1 block, MT1-MMP act inh, NadD block
Cc1ccc(-n2c(SCC(=O)NNC(=S)Nc3ccccc3)nc3ccccc3c2=O)cc1
→ -5.2, 1.0, 2.6, 6.7, 9.3, i, 8.2, -3.5, -4.0, 13.4
COc1ccc(Cl)cc1NC(=O)CN(C)C(C)C(=O)NCC1CCCCC1 (stereo not given)
→ -8.0, 0.0, -0.6, -0.5, -10.7, i, 10.1, -4.1, -3.2, 6.4
Cc1ccc(Cl)cc1N1CCN(C(=O)CSc2ccsc2[N+](=O)[O-])CC1
→ 55.4*, 2.4, 1.5, -5.7, -4.5, i, 10.3, 62.6*, -8.1, 21.4
C/C(=N\NC(=O)C(N)=O)c1ccc(O)cc1O
→ -14.1, -1.5, 0.5, -0.2, -6.3, i, 3.0, -1.3, 6.2, -7.4
NC(=O)c1cc([N+](=O)[O-])ccc1NCc1cccc([N+](=O)[O-])c1
→ 1.2, -0.1, -2.0, -29.5, -1.8, i, 4.9, -5.2, -1.0, -1.3
COc1cc(C)ccc1OCCOc1c(C)cccc1Cl
→ -3.6, 2.0, 3.0, -2.0, 3.9, i, -1.1, -6.3, -5.0, 0.4
CN(C)CCN1C(=O)c2oc3ccc(Cl)cc3c(=O)c2C1c1cccc(Br)c1 (stereo not given)
→ -5.0, -3.2, -1.2, -10.8, -9.5, i, 8.7, -0.3, 5.7, -1.4
COc1cc2ccc(C(C)=NNC(N)=S)cc2cc1OC
→ ., 0.9, -1.4, -0.5, -3.1, +, 13.1, -2.4, 12.1, 0.0
Cc1nc(CN2CCCCC2)cc(=O)[nH]1
→ 5.2, -1.5, -2.4, -0.1, 5.2, i, 1.7, 0.2, -2.0, 4.4
COc1ccc(S(=O)(=O)N2CCCCC2)cc1NC(=O)C1COc2ccccc2O1 (stereo not given)
→ -0.8, 2.7, 2.6, 4.2, 5.6, i, 18.3, -2.2, 2.6, -1.2
COc1ccccc1CNC(=O)C(=O)NCC1OCCN1C(=O)c1cccs1 (stereo not given)
→ -4.4, -0.4, -0.5, 1.3, 6.7, i, 14.0, 1.3, 4.5, -0.9
O=C(Nc1ccc(F)cc1)c1ccccc1
→ -8.4, -0.1, 0.7, -0.6, -5.6, i, 14.8, 1.2, 0.9, -0.5
CCOc1ccccc1NC(=S)N1CCN(c2ccccc2)CC1
→ 1.2, -1.1, 1.8, 4.7, -17.3, i, -10.8, -4.6, -0.1, -0.3
Oc1cccc(-c2ccc3nccn3c2)c1
→ ., 0.8, 2.6, 0.6, -4.7, i, 6.8, -2.0, -5.1, -4.0
Cc1ccc(-c2nnc(N)s2)cc1
→ -7.1, -0.1, 1.3, -2.0, -1.1, i, 3.4, 2.7, -0.7, -7.5
CCOC(=O)c1cc2c(=O)n3ccccc3nc2n(CCCOC)c1=NC(=O)c1ccncc1
→ -6.9, -1.4, -1.1, -18.2, 4.6, i, 4.4, 0.2, -5.7, -2.7
COc1ccc(-c2cc(-c3ccc(OC)cc3)[nH]n2)cc1
→ 2.8, -0.2, -0.9, 9.3, -4.6, i, 7.6, -11.5, 0.0, 5.6
C(=N\c1nc2ccccc2n1CCN1CCCCC1)/c1ccc2c(c1)OCO2
→ 0.5, 7.5, 0.7, -3.4, 1.2, i, -10.6, 8.1, 4.2, -0.8
O=C1NC(=O)/C(=C\c2ccc(Br)o2)S1
→ 41.3, 1.1, 6.1, -11.2, -18.6, i, -11.4, 42.5, 4.1, -1.9
CCOC(=O)C1CCN(S(=O)(=O)CCNC(=O)c2ccc3c(c2)OCO3)CC1
→ -2.7, -0.6, 3.4, 3.1, 0.0, i, 3.6, 2.9, 0.8, -1.0
COc1ccc2[nH]c(C)c(CCN(Cc3cccs3)C(=S)Nc3ccccc3OC)c2c1
→ -6.6, 1.8, 0.7, -11.7, -18.2, i, 17.0, -25.7, -52.0, 10.9
O=C(NC1CCCC1)c1nc2c(nnn2Cc2cccc(Cl)c2)c(=O)[nH]1
→ -8.4, 0.3, -0.5, 3.5, -11.1, i, 1.7, -3.7, 7.6, 6.4
O=c1c2cc(NC(=S)NCc3ccccn3)ccc2nc2n1CCCCC2
→ 0.4, -0.4, -3.5, -1.3, -4.6, i, -18.2, 0.3, 0.3, -2.4
COc1ccc2[nH]c3c(c2c1)CCN1C(=O)N([C@@H](C)C(=O)NC2CCCC2)C(=O)[C@]31C
→ -4.0, -0.9, 0.4, 3.9, -0.1, i, -1.0, 2.1, -0.8, 8.0
O=C(NC1CCCCC1)c1n[nH]c2c1CCCCC2
→ -4.4, 1.7, 1.9, -1.6, 17.0, i, 5.1, 5.7, 2.3, -3.4
O=C(COC(=O)c1ccc2ccccc2n1)Nc1ccccc1Br
→ -1.0, -1.1, -1.7, -30.3, -2.2, i, 11.6, -3.9, -3.9, 1.1
O=C(Nc1ccc(Br)cc1)NC1CCCCCCC1
→ -9.2, 3.5, -0.6, -4.4, 6.7, i, 11.3, 1.3, -3.4, -4.3
COc1ccc(NS(=O)(=O)c2cccc(C(=O)N/N=C(\C)c3ccc(-n4ccnc4)cc3)c2)cc1
→ -11.9, 7.0, -1.0, -1.4, -11.9, i, 26.4, 0.1, 4.1, 15.6
COc1ccc(CCc2ccc3ccccc3n2)cc1
→ -1.0, 0.6, -0.1, 1.2, 14.5, i, 12.7, -0.6, 2.5, 0.8
CC1=NN(C(C#N)c2ccc(F)cc2)C(c2ccccc2)C1 (stereo not given)
→ -3.9, 1.7, -2.5, -1.5, 7.4, i, 11.8, 1.1, -2.6, -3.8
O=C(CCC1CCCCC1)Nc1ccccc1O
→ -7.3, -0.4, -0.9, -2.5, 9.5, i, -13.1, 1.8, 3.2, -7.9
CN(Cc1ccccc1)C(=O)COC(=O)c1cc(-c2ccc(Cl)s2)nc2ccccc12
→ -13.4, 5.4, 0.6, -0.9, -5.7, i, 6.1, -5.0, -1.9, 0.5
CCOC(=O)[C@]12CCCC=C1N(Cc1ccco1)C(=O)[C@H](CC(=O)NCCCOC)C2
→ ., -1.9, ., 5.2, 17.7, ., -2.4, ., 3.1, -2.7
Cc1ccc2[nH]c3c(c2c1)CC/C(=C/c1ccccc1)C3=O
→ -4.3, 0.7, -0.3, -1.4, 8.5, i, 0.7, 3.1, -11.6, -0.8
CC(=O)Nc1ccc(NC(=O)COC(=O)COc2ccc3ccccc3c2)cc1
→ -15.3, -0.7, -3.2, -2.5, 7.2, i, 4.0, -3.4, 0.6, -8.5
O=C(c1cc(C2CCCCN2C(=O)CCCc2ccccc2)on1)N1CCOCC1 (stereo not given)
→ ., -0.9, -0.4, 2.6, -13.7, i, 3.5, -1.6, 3.7, 3.6
COC(=O)CC1C(=O)NCCN1C(=O)c1cc([N+](=O)[O-])ccc1Cl (stereo not given)
→ -7.3, -0.7, -2.6, -10.3, -0.4, i, 5.5, -1.6, -0.1, 3.3
CC1(C(=O)N2Cc3ccccc3C2)CCN1C(=O)C1(c2ccc(Cl)cc2)CC1 (stereo not given)
→ ., -0.2, 2.7, 2.5, 1.2, i, 19.6, 4.7, 0.9, -2.5
COc1ccc(C(=O)Nc2ccc(S(=O)(=O)Nc3onc(C)c3C)cc2)cc1OC
→ -2.0, -0.2, 2.2, 16.7, 2.6, i, 5.0, -2.8, 3.5, -5.2
Cc1ccccc1S(=O)Cc1ccc(C(=O)N2CCN(C(=O)c3ccco3)CC2)o1 (stereo not given)
→ -8.6, -0.2, 1.4, -3.0, 7.6, i, 35.2*, -0.4, -0.8, 2.5
CCn1c(CNC(=O)c2ccco2)nnc1SCC(=O)c1ccccc1
→ 0.3, -2.1, -1.3, 0.1, 7.9, i, 1.1, -2.7, 2.1, -5.1
COc1cccc(C2=NOC(C(=O)Nc3cccc(C(C)=O)c3)C2)c1OC (stereo not given)
→ -4.4, -0.4, -2.6, 2.2, -3.5, i, 5.0, -1.4, 4.8, 3.4
COc1ccc(C(=O)N(C)C2CCCCC2)cc1S(=O)(=O)N1CCOCC1
→ -7.3, -0.4, -3.2, -1.9, 17.4, i, -3.4, -2.1, 1.2, 4.9
O=C(NCCCN1CCCCCC1)C1CC(=O)N(CCc2ccccc2)C1 (stereo not given)
→ -0.6, -0.7, 2.3, -19.5, 22.7*, i, 1.5, -25.9, 2.5, 8.3
Cc1cc(OCC(=O)Nc2nccs2)c2c(C)c(C)c(=O)oc2c1
→ ., 45.4, 18.9, 23.2, -15.7, +, -2.5, 4.8, 7.6, 2.9
O=C(Nc1cccc2ccccc12)N1CCN(c2ncccn2)CC1
→ -1.7, -0.2, -1.4, -10.6, -4.5, i, 0.0, -4.7, 0.3, -3.6
CCOC(=O)c1cc(C#N)c(N2CCOCC2)nc1-c1ccccc1
→ -1.3, -0.5, -0.9, 2.9, -18.3, i, 17.8, 1.1, -7.4, 4.1
O=c1cc(C(Cl)(Cl)Cl)oc2c1ccc1ccccc12
→ -2.3, -1.5, 2.5, 0.8, 2.5, i, 3.0, 22.0, -41.1, 0.9

Grouped by structure: the compounds so far containing two or more sulfur atoms
Results follow in this order: Scp1 inh, LMPTP block, STEP block, SUMO1 PPI mod, NRP1-CendR mod, Rpn11 block, SKN-1 inh, DNMT1 block, MT1-MMP act inh, NadD block
Cc1ccc(-n2c(SCC(=O)NNC(=S)Nc3ccccc3)nc3ccccc3c2=O)cc1
→ -5.2, 1.0, 2.6, 6.7, 9.3, i, 8.2, -3.5, -4.0, 13.4
Cc1ccc(Cl)cc1N1CCN(C(=O)CSc2ccsc2[N+](=O)[O-])CC1
→ 55.4*, 2.4, 1.5, -5.7, -4.5, i, 10.3, 62.6*, -8.1, 21.4
COc1ccc2[nH]c(C)c(CCN(Cc3cccs3)C(=S)Nc3ccccc3OC)c2c1
→ -6.6, 1.8, 0.7, -11.7, -18.2, i, 17.0, -25.7, -52.0, 10.9
